# PABP1 MLLE inh: inhibitors of microRNA-mediated deadenylation, human PABP1 MLLE binding; P11940; GST-MLLE / FITC-PAM2 fluorescence polarization; inhibition, % at 20 µM; actives 0.36% (n = 360,000); AID 588489; in the data active = inhibition above about 35%, passing the limit was not always enough;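 note: plate controls were DMSO wells with GST-MLLE for no effect and wells lacking GST-MLLE protein for full effect; some results filed as inactive read as strong as hits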
# bovine MsrA act: bovine methionine sulfoxide reductase A activation | purified bovine MsrA, absorbance read-out | activation, % at 10.6 µM | actives 0.3% (n = 360,000); in the data active = activation above about 7.5%;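 note: 0% = vehicle and 100% = reference activator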
# FAS TE block: FAS thioesterase (human) inhibition; P49327; recombinant FAS-TE, OMFH fluorogenic substrate, fluorescence endpoint; inhibition, % at 15 µM; actives 0.67% (n = 360,000); AID 602261;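 active = compounds whose normalised, plate-corrected inhibition of enzyme fluorescence in the single-dose primary screen is 50% or more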;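 note: 0% = DMSO with enzyme and 100% = substrate without enzyme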
# MsrA inh: inhibits bovine methionine sulfoxide reductase A; purified bovine MsrA, absorbance read-out; inhibition, % at 15.5 µM; actives 0.75% (n = 360,000); AID 651718; in the data active = inhibition above about 4.5%;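 note: 0% = vehicle wells with enzyme and 100% = reference inhibitor wells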
# eLon inh: inhibits E. coli Lon protease; purified E. coli Lon protease, fluorescence polarization; inhibition, % at 7.94 µM; actives 0.42% (n = 360,000); AID 602123; in the data active = inhibition above about 13%, passing the limit was not always enough;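 note: 0% = enzyme with probe and DMSO and 100% = no enzyme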
# Neddyl block: cullin neddylation inhibition. P61081+Q13564. TR-FRET cullin neddylation, biochemical. calls only at 25 µM. actives 0.58% (n = 360,000). AID 651699; in the data active = inhibition above about 36%
# Target sequence (P61081 whole entry, looked up): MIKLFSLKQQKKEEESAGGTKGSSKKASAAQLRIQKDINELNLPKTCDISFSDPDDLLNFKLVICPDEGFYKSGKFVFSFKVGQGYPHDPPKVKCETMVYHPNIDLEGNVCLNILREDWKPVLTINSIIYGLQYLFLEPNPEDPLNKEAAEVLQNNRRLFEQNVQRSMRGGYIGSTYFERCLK
# Target sequence (Q13564 whole entry, looked up): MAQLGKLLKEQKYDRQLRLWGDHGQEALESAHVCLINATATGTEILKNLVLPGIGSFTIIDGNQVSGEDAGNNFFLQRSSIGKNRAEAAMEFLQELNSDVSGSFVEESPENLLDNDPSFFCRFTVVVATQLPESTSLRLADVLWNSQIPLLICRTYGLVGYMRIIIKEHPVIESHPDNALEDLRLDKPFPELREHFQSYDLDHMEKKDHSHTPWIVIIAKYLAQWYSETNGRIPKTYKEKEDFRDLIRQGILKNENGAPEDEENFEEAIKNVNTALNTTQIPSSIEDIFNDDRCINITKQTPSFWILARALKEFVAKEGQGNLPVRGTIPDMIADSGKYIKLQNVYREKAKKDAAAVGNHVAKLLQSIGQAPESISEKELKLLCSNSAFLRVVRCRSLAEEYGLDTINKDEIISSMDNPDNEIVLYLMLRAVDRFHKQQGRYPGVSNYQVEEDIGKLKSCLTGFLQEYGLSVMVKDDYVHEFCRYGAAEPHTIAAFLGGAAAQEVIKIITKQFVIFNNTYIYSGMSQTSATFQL
# CSN deneddyl inh: blocks human CSN-mediated cullin deneddylation. Q92905. Purified CSN, SCF-Nedd8-OG deneddylation, fluorescence polarization. inhibition, % at 12.5 µM. actives 0.38% (n = 360,000);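 active = pattern-corrected inhibition above about 35%, with an unprinted fluorescence ratio check between 0.5 and 1.5, limit read from the data, passing the limit was not always enough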;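 note: 0% = enzyme with substrate and 100% = substrate without enzyme; some results filed as inactive read as strong as hits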
# Target sequence (Q92905 whole entry, looked up, one chain of several): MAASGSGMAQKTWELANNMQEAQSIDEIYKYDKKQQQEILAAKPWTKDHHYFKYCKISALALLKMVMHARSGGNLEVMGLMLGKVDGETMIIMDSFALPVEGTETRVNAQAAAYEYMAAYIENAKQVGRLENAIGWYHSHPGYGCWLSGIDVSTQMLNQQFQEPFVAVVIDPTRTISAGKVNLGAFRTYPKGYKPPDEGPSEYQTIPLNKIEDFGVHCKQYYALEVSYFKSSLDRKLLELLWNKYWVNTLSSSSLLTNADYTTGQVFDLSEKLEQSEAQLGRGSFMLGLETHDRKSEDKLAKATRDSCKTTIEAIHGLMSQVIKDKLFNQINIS
#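 Test system: purified human Csn5 enzyme expressed in HEK293T cells. Amount: 0.24 nM enzyme. Reagent: SCFSkp2-Nedd8OG substrate at 10 nM final. Schedule: 90 min incubation of compound, enzyme and substrate at room temperature. Detection: fluorescence polarization. Read-out: % inhibition of substrate cleavage by Csn5.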
# Rin1-Abl PPI inh: human Rin1-Abl interaction inhibition; actives 0.4% (n = 360,000); inhibition, % at 7.35 µM; TR-FRET Rin1/Abl binding, biochemical; AID 588664; P00519+Q13671; in the data active = inhibition above about 5%, passing the limit was not always enough
# TbMetRS inhib: blocks T. brucei methionyl-tRNA synthetase activity | actives 0.4% (n = 360,000) | inhibition, % at 11.9 µM | purified T. brucei MetRS, ATP depletion, Kinase-Glo luminescence;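 active = inhibition above a per-plate cutoff of the control wells' mean inhibition plus 3 SD, cut at about 5.5% in these data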;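 note: 0% = DMSO wells median and 100% = median of wells with control inhibitor compound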
#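 Dosing: 11.9 µM single point; system: parasite MetRS enzyme; technique: luminescence of leftover ATP; times: 15 min enzyme-compound preincubation, 2 h reaction, 10 min detection, 25 °C; replicates: each compound tested once; read-out basis: percent inhibition relative to median high and low control wells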
# Starred values were filed as active, the others as inactive; i = inactive; . = not tested or not shown.
# A first look (three entries):
SMILES,PABP1 MLLE inh,bovine MsrA act,FAS TE block,MsrA inh,eLon inh,Neddyl block,CSN deneddyl inh,Rin1-Abl PPI inh,TbMetRS inhib
Cc1cc(C)n2nc(C(=O)N3CCCC(CNS(=O)(=O)c4cccs4)C3)cc2n1 (configuration not stated),-4,-3,-5,-0.4,-10,.,8,0,-0.9
COC(=O)c1cc(NC(=O)c2ccccc2F)cc(C(=O)OC)c1,-21,-3,-2,0.1,-5,i,2,2,-0.4
O=C(C1CCN(S(=O)(=O)Cc2ccccc2)CC1)N1CCCc2ccccc21,0,-6,0,0.4,0,i,27,3,-0.8

# All compounds of this part, from the first entry:
SMILES,PABP1 MLLE inh,bovine MsrA act,FAS TE block,MsrA inh,eLon inh,Neddyl block,CSN deneddyl inh,Rin1-Abl PPI inh,TbMetRS inhib
Cc1cc(C)n2nc(C(=O)N3CCCC(CNS(=O)(=O)c4cccs4)C3)cc2n1 (configuration not stated),-4,-3,-5,-0.4,-10,.,8,0,-0.9
COC(=O)c1cc(NC(=O)c2ccccc2F)cc(C(=O)OC)c1,-21,-3,-2,0.1,-5,i,2,2,-0.4
O=C(C1CCN(S(=O)(=O)Cc2ccccc2)CC1)N1CCCc2ccccc21,0,-6,0,0.4,0,i,27,3,-0.8
COc1cccc(CC(=O)Nn2c(C)nc3ccccc3c2=O)c1,2,-9,-7,-0.5,-4,i,1,-1,-0.4
CC(=O)Nc1ccc(S(=O)(=O)C(C#N)c2nc3ccccc3nc2NCCO)cc1 (configuration not stated),5,-6,-3,3.6,-3,.,-3,-2,-0.3
COc1ccc(S(=O)(=O)N2CCN(C)CC2)cc1NC(=O)c1ccccc1F,4,-2,-3,0.4,3,i,-4,2,0.0
COc1ccc(NC(=O)c2[nH]c(C)c(C(C)=O)c2C)cc1Cl,-1,-2,-2,0.3,-3,i,2,-1,-0.1
CN(C)S(=O)(=O)c1ccc(C(=O)NCCSc2ccc(Br)cc2)cc1,-13,-7,6,1.1,4,i,-1,-4,-1.3
Cc1cc([N+](=O)[O-])ccc1NCc1cccc([N+](=O)[O-])c1,2,-4,41,0.0,-5,i,2,1,0.1
COc1ccc(C(=O)Cn2c(NCCCO)nc3ccccc32)cc1,1,-3,-6,0.8,-13,i,-1,-1,-0.2
CCc1ccc(N2CC(C(=O)Nc3cc(C)ccc3F)CC2=O)cc1 (configuration not stated),-9,-4,6,-0.3,-5,i,1,7,-1.2
CCCCOC(=O)c1ccc(NC(=S)NC(=O)c2ccco2)cc1,29,-2,-8,-0.7,13,i,-2,-2,-0.5
Cc1csc(SCC(=O)NC2CCCCC2)n1,12,0,-8,-1.3,-12,i,-7,0,-1.1
O=C(O)CC(C(=O)O)c1ccc(OCCCCOc2ccc(C(CC(=O)O)C(=O)O)cc2)cc1 (configuration not stated),-7,-1,-5,-1.3,-9,i,2,-1,-0.9
O=C(Nc1ccc(Cl)cn1)c1ccc(-c2cc(Cl)ccc2Cl)o1,6,0,2,0.6,-10,.,-1,-1,-1.0
O=C(COC(=O)c1ccccc1-n1cnnn1)c1ccc(Br)cc1,6,-3,15,0.3,-15,i,7,3,-0.2
Cc1c(NC(=O)CN2C(=O)c3ccc([N+](=O)[O-])cc3C2=O)c(=O)n(-c2ccccc2)n1C,-6,2,0,0.5,9,i,-5,1,0.1
COc1ccccc1NS(=O)(=O)c1cccc(C(=O)NCC(c2cccs2)N(C)C)c1 (configuration not stated),13,-2,-5,0.9,1,i,2,3,0.1
CSc1nc(C)cc(SC(C(C)=O)C(=O)Nc2ccccc2)n1 (configuration not stated),24,-9,-6,-0.7,-5,i,0,-1,-1.2
Cc1ccc(C(=O)CSc2nnc(-c3ccco3)n2Cc2ccccc2)cc1,-99,-8,11,0.2,-8,i,2,0,-0.4
COC(=O)C1CSC(C(=O)OC)N1C(=O)Nc1c(C)cccc1C (configuration not stated),12,-7,-3,1.6,6,i,0,3,-1.0
CCOc1ccc(NC(=O)CNC(=O)COc2ccccc2)cc1,0,0,-5,0.6,-8,i,-1,3,-1.1
Cc1ccc(OC(F)F)c(NC(=O)Nc2ccc3c(c2)OCO3)c1,-12,-2,14,-1.3,6,i,0,-1,-0.3
Cc1cc([N+](=O)[O-])nn1CC(=O)NCCCn1ccnc1,-1,-4,-11,-0.1,-6,i,7,3,-0.3
Clc1cccc(-c2nc3ccc(Cl)cn3c2Cc2ccccc2)c1,-33,-5,16,0.6,-21,i,8,-1,-0.7
S=C(NCCc1ccccc1)Nc1ccc(Cl)cc1Cl,20,1,18,-0.4,3,i,1,-2,0.4
Cc1nonc1CC(=O)N1CCCC(C(=O)c2cccc(C(F)(F)F)c2)C1 (configuration not stated),4,-9,2,0.7,-5,i,-4,8,-1.0
CCC(=O)c1cn(CC(=O)Nc2cccc(OC)c2)c2ccccc12,-3,-5,0,0.3,-5,i,0,2,2.9
CCOC(=O)C1CCN(C(=O)c2ccc(Cl)c(NC3=NC4CS(=O)(=O)CC4S3)c2)CC1 (configuration not stated),-15,-4,-11,0.4,-12,i,0,3,0.3
COc1ccc(CNC(=O)[C@H](Cc2ccccc2)NC(=O)C2CCNCC2)cc1,-4,-10,-2,0.2,0,i,-2,2,-0.7
COc1ccc(CNC(=O)CSCc2cnn(-c3ccccc3)c2-n2cccc2)cc1,19,3,11,0.5,-2,i,3,5,0.0
COc1ccc(Cc2noc(CN3CCNC(=O)CC3)n2)cc1OC,-2,-3,-4,0.1,1,i,-4,2,0.5
COc1ccccc1N1CCN(C2CCN(S(=O)(=O)c3ccc(C)cc3)CC2)CC1,-8,0,0,0.1,4,i,4,2,1.5
O=C(CN(c1cc(Cl)ccc1Cl)S(=O)(=O)c1ccccc1)N1CCOCC1,-23,-2,2,-0.7,-9,i,0,-2,-0.4
Cc1nc2ccc(NC(=O)N3CCC(c4ccccc4)C3)cc2nc1C (configuration not stated),-3,2,2,-0.3,-3,.,0,-1,-0.2
COCCCN(C(=O)c1ccccc1)c1nc(-c2ccc(OC)cc2)cs1,9,-6,24,1.5,6,i,3,1,-0.7
COCc1c(C(=O)N/N=C\c2cccs2)nnn1-c1nonc1N,1,-1,-2,3.4,2,i,1,1,-0.7
CS(=O)(=O)N1CCC(C(=O)Nc2ccc(C(F)(F)F)cc2)CC1,-1,-4,-2,0.0,-6,i,-3,4,-0.7
Cc1ccc(NC(=O)C/C(N)=N/OC(=O)Nc2cccc(Cl)c2)cc1,1,-2,1,-0.9,-6,i,-9,4,-0.2
Cc1cc(C)c(-c2csc(NC(=O)COC(=O)c3ccc4c(c3)OCO4)n2)c(C)c1,3,-2,8,1.8,-1,i,-7,-1,-0.1
C/C(Cl)=C\Cn1c(N2CCCC2)nc2c1c(=O)[nH]c(=O)n2C,4,-1,0,-0.8,2,i,3,-1,-0.1
Clc1ccc(Nc2nc(C3CC3)cs2)cc1,-38,-6,6,0.6,-14,i,7,-1,0.8
COc1ccc(CN(C)CC(O)COc2ccc(C(=O)c3ccccc3)cc2)c(OC)c1OC (configuration not stated),5,-10,-4,-0.7,3,i,-2,5,-2.4
N#Cc1ccc(S(=O)(=O)N2CCC(N3CCCCC3)CC2)cc1,0,-6,-4,-0.4,-5,i,0,2,-0.3
O=C(CN1CCS(=O)(=O)CC1)NNC(=O)C1CCCCC1,14,-2,-1,-0.9,1,i,1,1,-0.8
Cc1nc([N+](=O)[O-])c(Br)n1CC(=O)c1ccc(F)cc1,-13,-4,-2,0.9,-2,i,2,-1,1.6
COCCn1c(C)cc(C(=O)COC(=O)c2ccc3ncsc3c2)c1C,8,0,-1,0.0,-6,i,5,2,-0.4
COc1ccc(C(=O)c2nc3c(n2O)CCCCC3)cc1,0,-5,-7,3.1,3,i,-3,1,-0.4

# Whole records, quoted from the list.
# CS(=O)(=O)N1CCC(C(=O)Nc2ccc(C(F)(F)F)cc2)CC1 is listed as PABP1 MLLE inh = -1; bovine MsrA act = -4; FAS TE block = -2; MsrA inh = 0.0; eLon inh = -6; Neddyl block = i; CSN deneddyl inh = -3; Rin1-Abl PPI inh = 4; TbMetRS inhib = -0.7
# Cc1ccc(NC(=O)C/C(N)=N/OC(=O)Nc2cccc(Cl)c2)cc1 is listed as PABP1 MLLE inh = 1; bovine MsrA act = -2; FAS TE block = 1; MsrA inh = -0.9; eLon inh = -6; Neddyl block = i; CSN deneddyl inh = -9; Rin1-Abl PPI inh = 4; TbMetRS inhib = -0.2
# COc1ccc(CN(C)CC(O)COc2ccc(C(=O)c3ccccc3)cc2)c(OC)c1OC (configuration not stated) is listed as PABP1 MLLE inh = 5; bovine MsrA act = -10; FAS TE block = -4; MsrA inh = -0.7; eLon inh = 3; Neddyl block = i; CSN deneddyl inh = -2; Rin1-Abl PPI inh = 5; TbMetRS inhib = -2.4

# Remaining list, next part:
SMILES,PABP1 MLLE inh,bovine MsrA act,FAS TE block,MsrA inh,eLon inh,Neddyl block,CSN deneddyl inh,Rin1-Abl PPI inh,TbMetRS inhib
CCO[C@@H]1OC(C(=O)Nc2ccccc2)=C[C@H](c2csc3ccccc23)[C@H]1CCCO,-1,-3,17,-0.6,-5,i,-3,-3,-0.2
Cc1ccccc1Nc1nnc(SCC(=O)NC(=O)NCc2ccco2)s1,-32,0,6,0.0,-8,i,23,3,-0.9
O=C(CSc1nc2ccccc2o1)Nc1nc(-c2ccccc2)cs1,6,-1,-3,0.5,1,i,-14,0,-0.2
COC(=O)Cc1cc(=O)[nH]c(/N=C(\N)Nc2ccccc2C)n1,1,-3,-9,-1.1,-13,i,-1,2,-0.7
O=C(O)/C=C/C(=O)O,-8,-1,-4,0.3,-2,i,1,0,0.5
Cc1noc(C)c1COc1ccccc1C(=O)NNC(=O)C(C)Oc1ccccc1F (configuration not stated),7,-3,-3,0.9,1,i,2,0,-0.5
O=C(COC(=O)c1ccc2ccccc2n1)NCc1ccccc1,-7,-6,-2,0.7,2,i,1,1,-0.2
CS(=O)(=O)c1ccc2nc(NC(=O)c3cc([N+](=O)[O-])cc([N+](=O)[O-])c3)sc2c1,14,11*,10,-0.8,-4,i,-1,-1,0.1
Nc1c2c(nn1-c1ccc(F)cc1)CSC2,9,-8,-5,-0.2,1,i,2,7,0.1
CCOC(=O)C1(Cc2ccccc2)CCCN(Cc2ccc(OCCO)cc2)C1 (configuration not stated),-6,-1,1,0.9,12,i,4,4,-0.9
CCCCNS(=O)(=O)NC(=O)C1=C(N2CCCC2)COC1=O,-17,-3,-8,-1.0,6,i,4,2,-0.3
COc1cccc(NC(=O)CSc2nc3ccccc3c(=O)n2CCCC(=O)NCC2CCCO2)c1 (configuration not stated),-6,-12,-6,-0.2,-1,i,1,1,-0.8
CC(C)(C)[C@@H]1CCC(=O)N(CC[C@H](Sc2ccccc2)c2ccccc2)CC1,3,-2,29,-0.5,-8,i,-2,4,-0.2
C(=C\c1ccccc1)/C=N/N1CCN(Cc2ccccc2)CC1,12,-2,10,3.5,19,i,0,-3,-0.8
COC(=O)c1ccc(CN2CCCC(C(=O)Nc3cccc(-n4cnnn4)c3)C2)cc1 (configuration not stated),0,-4,4,2.5,-13,i,-1,5,-0.2
CCOC(=O)c1c(C2CCN(C(=O)OCC)CC2)nc2ccccn12,-3,-3,-4,-0.8,-1,i,6,0,-0.5
COc1ccc(Cc2nnc(SCc3ccc([N+](=O)[O-])cc3)o2)cc1,-2,-3,22,-1.4,0,i,9,-6,-0.7
C#CCSc1nc(=O)c2cccnc2n1-c1ccc(C)cc1,16,-7,-6,0.6,6,i,3,-3,-0.4
CN(C(=O)c1ccc(Cl)c(S(=O)(=O)N2CCOCC2)c1)c1ccccc1C(=O)O,7,-1,-6,0.6,-1,i,-2,0,-0.6
